Screening results: PubChem BioAssay, National Center for Advancing Translational Sciences (NCATS)
AmpC inh no detg = inhibitors of E. coli AmpC beta-lactamase without detergent. Potency, µM (doses to about 57.1 µM), for the others: top-dose activity change, negative = inhibition, actives largely listed as inhibitors. AmpC nitrocefin hydrolysis, absorbance 480 nm, 0.0001% Triton. 330,000 compounds, 0.52% hits. AID 485341;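 further: potency means the concentration at half of the fitted maximal effect; plate controls were no compound for no effect and no enzyme for full effect; nearly all actives have a fitted effect of over 20% in size; some results filed as inactive show a strong effect at the top dose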
Target sequence (P00811 whole entry, looked up): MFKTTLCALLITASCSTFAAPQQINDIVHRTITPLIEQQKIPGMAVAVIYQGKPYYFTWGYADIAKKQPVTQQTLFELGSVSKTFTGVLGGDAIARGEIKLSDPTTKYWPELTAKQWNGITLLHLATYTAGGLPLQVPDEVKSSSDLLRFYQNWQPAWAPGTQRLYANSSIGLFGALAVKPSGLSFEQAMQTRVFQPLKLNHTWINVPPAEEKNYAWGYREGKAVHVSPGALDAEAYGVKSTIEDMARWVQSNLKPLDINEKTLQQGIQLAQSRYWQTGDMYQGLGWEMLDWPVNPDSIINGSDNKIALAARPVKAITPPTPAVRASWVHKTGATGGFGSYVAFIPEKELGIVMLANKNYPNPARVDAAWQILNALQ
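AmpC (5.3 nM in the dispensed reagent) in 20 mM phosphate pH 7.0 with 0.01% (detergent screen) or 0.0001% Triton X-100 was preincubated with compounds for 15 min at room temperature. Nitrocefin was then added from an 800 uM solution, and hydrolysis was followed at 480 nm.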
HCMV inh = blocks human cytomegalovirus replication; HFF cells, HCMV-luciferase reporter, 72 h; active compounds read low; activity change, negative = inhibition, % at 57.5 µM; 410,000 compounds, 4.5% hits; in the data active means activity change below about -60%; inconclusive means no clear call, values can overlap the other calls; inactive means above about -39%; further: on the % scale 0 is the no-effect control and ±100 the full control effect
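Screen run at 2 compound doses on HFFs infected with reporter HCMV, MOI 1 PFU/cell. Luciferase activity from cell lysates at 72 h post infection gave inhibition relative to buffer-only and Salinomycin wells.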
AmpC detergent = blocks E. coli AmpC beta-lactamase in detergent assay; P00811; AmpC hydrolysis of nitrocefin, absorbance 480 nm, 0.01% Triton; Potency, µM (doses to about 114 µM), inactives show at the top dose activity change, negative = inhibition, usual class: inhibitors; 370,000 compounds, 0.041% hits; AID 485294;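 further: potency means the concentration at half of the fitted maximal effect; 0% = no-compound wells and -100% = no-enzyme wells; nearly all actives have a fitted effect of over 25% in size; some results filed as inactive show a strong effect at the top dose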
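AmpC (5.3 nM in the dispensed reagent) in 20 mM phosphate pH 7.0 with 0.01% (detergent screen) or 0.0001% Triton X-100 was preincubated with compounds for 15 min at room temperature. Nitrocefin was then added from an 800 uM solution, and hydrolysis was followed at 480 nm.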
FBPA Giardia inh = inhibitors of Giardia lamblia fructose-1,6-bisphosphate aldolase | A8B2U2 | purified Giardia FBPA | Potency, µM (series often up to 59.6 µM), inactives show at the top dose activity, negative = inhibition, hits mostly inhibitors | 290,000 compounds, 0.71% hits; further: potency means the concentration at half of the fitted maximal effect; on the % scale 0 is the no-effect control and ±100 the full control effect; nearly all actives have a fitted effect of over 55% in size
Target sequence (A8B2U2 whole entry, looked up): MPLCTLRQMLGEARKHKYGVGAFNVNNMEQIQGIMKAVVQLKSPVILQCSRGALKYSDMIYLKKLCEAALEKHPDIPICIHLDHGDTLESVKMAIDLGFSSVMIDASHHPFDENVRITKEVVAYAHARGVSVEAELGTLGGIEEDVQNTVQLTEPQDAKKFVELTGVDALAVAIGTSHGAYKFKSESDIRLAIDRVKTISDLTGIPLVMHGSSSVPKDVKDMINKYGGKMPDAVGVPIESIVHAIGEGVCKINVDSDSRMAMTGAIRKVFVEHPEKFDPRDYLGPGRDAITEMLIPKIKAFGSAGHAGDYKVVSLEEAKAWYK
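Giardia FBPA (40 nM reagent) was preincubated 10 min at RT with compound (up to 57.5 uM final), then substrate plus GAPDH/TPI/NAD/arsenate coupling system with diaphorase/resazurin was added; resorufin fluorescence (525/598 nm) was read after 20 min.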
Shiga toxin inh = blocks Shiga toxin action in Vero cells; 290,000 compounds, 9.2% hits; Vero cells, Shiga toxin protein synthesis inhibition reporter; inhibition, % at 38.7 µM; in the data active means inhibition mostly above about 28%, no sharp cut-off; inactive means mostly below about 43%; further: 0% is about no effect
AMA1-RON2 inh = disrupts binding of P. falciparum AMA1 to RON2. AlphaScreen AMA1-biotinylated RON2 peptide binding. Potency, µM (highest dose often 58.2 µM), for inactives: top-dose activity change, negative = inhibition, hits mostly inhibitors. 360,000 compounds, 0.2% hits. AID 720542;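 further: potency means the concentration at half of the fitted maximal effect; 0% = vehicle wells and -100% = peptide control; nearly all actives have a fitted effect of over 45% in size; some results filed as inactive show a strong effect at the top dose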
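AMA1 (3D7) with his tag at 25 nM final met compounds first, then biotinylated RON2 peptide at 25 nM; detection used donor plus acceptor beads, 10 µg/mL apiece, read by AlphaScreen after 30 min at room temperature.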
CHX counter = counter-screen hit for Shiga toxin inhibitors, cycloheximide; AID 2314; max response, %; 300,000 compounds, 12% hits; cell reporter, cycloheximide protein synthesis inhibition counterscreen; in the data active means max response mostly above about 13%, no sharp cut-off; inactive means mostly below about 14%; further: read at 38.3 µM for the half of the compounds with a filed dose; 0% is about no effect
An asterisk follows results filed as active; ? = inconclusive; . = not tested or not shown; + = active, no number; & = joins results of further samples; [ ] = remark or other dose. Unless noted, the call rests on the fitted dose curve; in most records, active means well fitted curve in the direction sought with a large enough effect; inconclusive means small, poorly fitted or top-dose-only effect, or another doubt; inactive means no such curve, though single readings can be large; an effect the other way counts as inactive or inconclusive.

SMILES	AmpC inh no detg	HCMV inh	AmpC detergent	FBPA Giardia inh	Shiga toxin inh	AMA1-RON2 inh	CHX counter
NNC(=O)/C(=C\c1cccs1)NC(=O)c1ccccc1	-32%	-29	?	7%	-11	38%[activator]	-3
Cc1cccc(NC(=O)Cn2nc([N+](=O)[O-])c(Br)c2C)n1	-34%	?	-4%	-6%	-6	3%	0
Cc1nc(SCC(=O)N2CCOCC2)c2c(=O)n(C)c(=O)n(CC(C)C)c2n1	19%	4	.	.	.	17%	.
Cc1cc(F)ccc1NCC(=O)Nc1ccccc1Br	-12%	7	-7%	?	116*	-7%	26*
CCOc1ccc(NC(=O)N(Cc2ccc(C)cc2)Cc2ccccn2)cc1	1%	-12	-3%	6%	31	-11%	1
CCc1cccc2c1NC(=O)[C@]21[C@@H]2C(=O)N(Cc3ccccc3)C(=O)[C@@H]2[C@@H]2CCCN21	3%	-22	?	-4%	-20	-11%	1
C#CCN(CC=C)C(=O)C1CCC(=O)N(CCCc2ccccc2)C1 (stereo unspecified)	12%	9	-13%	0%	.	-1%	6
Cc1cc(C(=O)N2CC=C(c3ccccc3)CC2)c2ccccc2n1	34%	-22	0%	.	.	12%	.
Cc1ccc(C)c(OCC(=O)Nc2ccc(S(=O)(=O)Nc3ncccn3)cc2)c1	-51%	-10	1%	6%	-5	3%	-5
CC(NC(=O)CNC(=O)C(Cc1ccccc1)NC(=O)OCc1ccccc1)C(N)=O (stereo unspecified)	20%	75	-1%	5%	-18	-18%	-5
CCCNC(=O)COC(=O)c1c2c(nc3ccccc13)CCC2	-25%	3	1%	.	-4	-9%	-4
Cn1c(/C=C/c2cccc(Br)c2)nc2ccccc2c1=O	52%	-72*	0%	-2%	80*	0%	46*
CC1(C)CCC(=O)C=C1Nc1ccc(F)c(Cl)c1	-17%	38	2%	-6%	5	-7%	6
Cc1[nH]c(=O)[nH]c(=O)c1/C=C/C(=O)O	-13%	-35	-2%	1%	-9	4%	-6
CCCCNC(=O)CN1C(=O)NC(Cc2ccccc2)(Cc2ccccc2)C1=O	3%	-14	-9%	6%	3	16%	-5
O=C(COC(=O)CSc1ccccc1)NCCNC(=O)COC(=O)CSc1ccccc1	183%[activator]	-35	-15%	.	.	-8%	.
CCC(CC)N1CCN(Cc2nc3ccccc3c(=O)n2-c2ccc(F)cc2)CC1	-10%	24	-2%	-7%	.	-1%	-1
Cc1ccc(NC(=O)COc2nc(C)cs2)cc1	-32%	-7	?	2%	-4	0%	-1
COC(=O)C1=C(C)NC(=O)CC1c1ccccc1OC (stereo unspecified)	-4%	-30	3%	0%	-8	73%[activator]	-3
Cc1ccccc1-n1nc2c(c1NC(=O)c1c(-c3ccccc3Cl)noc1C)CS(=O)(=O)C2	-1%	-18	0%	.	-4	2%	-3

Fetched by compound from the list above, two records:
SMILES	AmpC inh no detg	HCMV inh	AmpC detergent	FBPA Giardia inh	Shiga toxin inh	AMA1-RON2 inh	CHX counter
Cc1cc(F)ccc1NCC(=O)Nc1ccccc1Br	-12%	7	-7%	?	116*	-7%	26*
CCCNC(=O)COC(=O)c1c2c(nc3ccccc13)CCC2	-25%	3	1%	.	-4	-9%	-4

Next part:
SMILES	AmpC inh no detg	HCMV inh	AmpC detergent	FBPA Giardia inh	Shiga toxin inh	AMA1-RON2 inh	CHX counter
O=C(CO)C(O)C(O)C(O)CO (stereo unspecified)	-4%	-23	?	0%	-1	11%	-3
CCOC(=O)CSc1nc2ccc(N3CCOCC3)cc2c(=O)n1Cc1ccccc1	25%	-6	7%	?	51	77%[activator]	18*
Cc1c(C)c2c(c(C)c1OC(=O)c1cccnc1)CC[C@@](C)(CCC[C@H](C)CCC[C@H](C)CCCC(C)C)O2	.	.	.	-1%	-12	.	-4
CCOC(=O)c1ccc(NS(=O)(=O)c2cc(C)ccc2OC)cc1	.	?	-9%	4%	19	-1%	6
O=C(NNc1cccc(Cl)n1)c1ccc(Cl)cc1Cl	-14%	20	1%	-8%	29	54%[activator]	24*
Cc1ccc(S(=O)(=O)N2CCN(C(=O)c3ccccc3)CC2)cc1	4%	-30	0%	8%	-9	19%	7
CC(=O)Nc1ccc(S(=O)(=O)NCCC(=O)Nc2ncccc2C)cc1	-21%	-19	?	.	.	7%	.
CCN(CC)c1ccc(NC(=O)c2ccc3c(c2)OCO3)c(C)c1	-25%	-19	1%	2%	13	0%	17*
COc1cc(/C=C2\SC(=S)N(CCC(=O)Nc3ccc(O)cc3)C2=O)cc(OC)c1OC	-55%	-19	1%	6%	-6	-6%	1
COc1ccc(NC(=O)Nc2cc(C)ccc2F)cc1OC	-19%	9	-8%	6%	41*	11%	18*
CCCn1c(N2CCN(CC(=O)c3c(C)n(C)c4ccc(OC)cc34)CC2)nc2c1c(=O)[nH]c(=O)n2C	79%[activator]	-37	-7%	-12%	-16	-12%	-2
CCOc1ccc(NC(=O)C(C)Oc2ccc(C#N)cc2)cc1S(=O)(=O)N1CCCC1 (stereo unspecified)	2%	17	-6%	.	.	-9%	.
N#C/C(=C/c1ccccc1[N+](=O)[O-])C(=O)NCc1ccco1	-16%	0	-1%	-1%	-7	-5%	-6
COc1ccccc1NC(=O)CN1CCN(CC(=O)Nc2ccc(OC)c(OC)c2)CC1	68%	-14	1%	-15%	-5	-1%	6
CC(C)C[C@H](NC(=O)CNC(=O)[C@H](CCC(N)=O)NC(=O)[C@H](Cc1ccc(O)cc1)NC(=O)[C@@H](NC(=O)[C@H](Cc1ccc(O)cc1)NC(=O)CNC(=O)[C@@H](N)CCCN=C(N)N)C(C)C)C(=O)O	.	.	.	5%	-6	.	-3
CCNc1nc(N)nc(Oc2ccc(OCCOc3ccccc3)nn2)n1	-18%	213	?	0%	-7	7%	2
COc1ccccc1C(=O)Nc1nnc(-c2ccc3c(c2)CCCC3)o1	67%[activator]	-76*	-10%	26%	39	111%[activator]	18
NC(Cc1ccc(Oc2ccc(O)cc2)cc1)C(=O)O (stereo unspecified)	-16%	.	-4%	-1%	-5	.	-2
COc1cccc(NC(=O)Cn2c(CCC(=O)O)ccc2-c2ccc(C)cc2)c1	3%	-16	-6%	18%	-16	-7%	16
O=C(CNCc1ccccn1)Nc1cc(C(F)(F)F)ccc1N1CCOCC1	77%[activator]	-5	7%	16µM*	8	18%	0
COCCCNCCC(CCC(C)C)c1ccc2c(c1)OCO2 (stereo unspecified)	21%	11	-4%	-21%	-8	14%	-3
C[N+]1(C)CCc2cc3c(cc2[C@H]1[C@@H]1OC(=O)c2c1ccc1c2OCO1)OCO3	-37%&-9%	-34&-28	-3%&-5%	-4%&-2%	7&-10	-5%&14%	-2&-7
O=C(CN(C(=O)c1csnn1)c1ccc(F)cc1)NCCc1ccccc1	-3%	40	1%	1%	33	-27%	-3
CCn1c(SCC(=O)N/N=C/c2ccc(O)c(OC)c2)nc2ccccc21	-41%	-13	-9%	-3%	-9	0%	-1
N#C/C(=C/c1cc[nH]c1)C(N)=S	-32%	-2	-3%	-14%	13	-12%	-4
Cc1cccc(C)c1NC(=O)CNC(=O)c1c(C)nn(-c2ccccc2)c1Cl	-6%	-19	-15%	.	.	13%	.
O=C(N/N=C/c1cc(Br)cs1)c1ccccc1[N+](=O)[O-]	-11%	-23	?	-8%	-8	-7%	1
COc1ccc(C2Nc3ccccc3C(=O)N2Cc2ccccc2)cc1 (stereo unspecified)	-37%	16	-21%	0%	-9	10%	-2
Clc1cccc(N2CCN(Cc3ccc(Br)o3)CC2)c1	-1%	-31	?	?	-2	-12%	0
CCOc1cc(NC(=O)c2cccs2)c(OCC)cc1NC(=O)c1cccnc1	-40%	-23	-4%	5%	-11	12%	-7
CCOc1cc(N2CCOCC2)c(OCC)cc1NC(=O)c1cc(S(=O)(=O)N2CCOCC2)ccc1C	281%[activator]	12	.	.	.	5%	.
O=c1[nH]cccc1-c1nc2ccccc2[nH]1	-15%	140	0%	3%	55*	-3%	21*
COc1ccc(C2C(C(C)=O)=C(O)C(=O)N2CCc2c[nH]c3ccccc23)cc1 (stereo unspecified)	-19%	-24	-9%	-21%	39	-6%	13
CC1CCCCC1NC(=O)C1CCN(S(=O)(=O)c2ccc(-n3cnnn3)cc2)CC1 (stereo unspecified)	-4%	10	1%	-1%	-11	4%	-1
O=C(CSc1nnc(-c2ccc(Cl)s2)o1)N1CCCc2ccccc21	-23%	-6	-20%	-4%	50	8%	-4
CCN1C(=O)[C@H]2[C@H]3CN=C(SCc4ccccc4)N3[C@@](CC)(C(=O)OC)[C@H]2C1=O	29%	6	.	.	.	6%	.
O=C(c1ccccc1)c1c(O)cc(-c2ccccc2)oc1=O	-45%	?	-3%	22%	8	-5%	5
CCn1cc(CN(C)C(=O)/C=C/c2ccc([N+](=O)[O-])cc2)c(C)n1	-3%	26	2%	3%	16	-8%	0
CCOc1cc(/C=C\c2nc(O)c([N+](=O)[O-])c(=O)[nH]2)ccc1OC(C)CC (stereo unspecified)	-22%	-12	-6%	-8%	-6	-6%	-5
Cc1ccc(NS(=O)(=O)c2ccc(C)c(C(=O)N3CCOCC3)c2)cc1	-29%	19	16%	.	5	-12%	-3
C#Cc1ccc(CN2CCC(C(=O)Nc3ccc(Oc4ccccc4)nc3)CC2)cc1	47%	+	-11%	.	-2	-5%	-1
COc1cc(-c2noc(C)c2C(=O)NCCCn2ccnc2)cc(OC)c1OC	-11%	-4	.	.	.	-3%	.
COc1ccc(C2=Nn3c(nnc3-c3ccccc3O)SC2)cc1OC	.	.	.	6%	-1	.	7
CC(C)n1cnnc1SCC(=O)NCC(=O)Nc1ccc(F)cc1	-53%	-27	-5%	.	.	-2%	.
O=C(c1ccc(F)cc1)N1CCCC(C(=O)N2CCc3ccccc3C2)C1 (stereo unspecified)	24%	76	-7%	3%	16	-2%	-2
O=C(CCCCn1c(=O)[nH]c2ccccc2c1=O)NC1CCN(Cc2ccccc2)CC1	-23%	-27	-7%	3%	-9	-2%	-5
NS(=O)(=O)c1ccc(NC(=O)C2CCCO2)cc1 (stereo unspecified)	-17%	-6	?	-1%	9	25%	-3
COc1cccc(CNC(=O)c2cnc(-c3ccccn3)nc2C(F)(F)F)c1	21%	15	2%	20%	-4	53%[activator]	-3
COc1ccc2nc(SCC(=O)Nc3c(C)cccc3C)[nH]c2c1	-10%	-39	-2%	-3%	-11	29%	11
Cn1cc(CN2CCN(Cc3ccccc3)CC2)c(-c2cccc(Cl)c2)n1	121%[activator]	1	9%	0%	-15	20%	-2
NC(=O)/C(=C/c1ccc2c(c1)OCO2)NC(=O)c1ccco1	0%	-38	8%	-5%	-5	4%	8
Cc1ccnc(NS(=O)(=O)c2ccc(NS(C)(=O)=O)cc2)n1	-11%	0	2%	-1%	-1	11%	-3
CCCC(C(=O)NC1CCCC1)N(Cc1ccc(F)cc1)C(=O)c1snc(C(N)=O)c1N (stereo unspecified)	-4%	42	-11%	-5%	-8	-5%	-4

The order is random. About 16% of those tested had a hit in this group.
